core dimer inh: blocks dimerization of HCV core protein. TR-FRET GST/Flag-core106 dimerization, 1536-well. inhibition, % at 5 µM. 0.33% of 300,000 active;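 active = inhibition above the mean of all tested compounds plus 3 SD, set per screening campaign, cut at about 45% in these data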
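assay system = GST-tagged and Flag-tagged HCV core protein residues 1-106 | controls = unlabelled core106 and no-GST-core106 wells | incubation = compound-protein-antibody incubation 4 h at 22.5 °C | probe or stimulus = Eu donor and XL665 acceptor anti-tag antibodies | read-out = % inhibition based on acceptor/donor emission ratio | signal = TR-FRET 671 and 617 nm emission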
PP1 inh: blocks human PP1-alpha phosphatase, a PP5 counter-screen; purified PP1alpha, OMFP fluorescence; inhibition, % at 6.7 µM; 0.9% of 320,000 active; AID 2235;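 active = inhibition above the mean inhibition of all tested compounds plus 3 SD, computed separately for each screening campaign, cut at about 15% in these data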
Target sequence (P62136 whole entry, looked up): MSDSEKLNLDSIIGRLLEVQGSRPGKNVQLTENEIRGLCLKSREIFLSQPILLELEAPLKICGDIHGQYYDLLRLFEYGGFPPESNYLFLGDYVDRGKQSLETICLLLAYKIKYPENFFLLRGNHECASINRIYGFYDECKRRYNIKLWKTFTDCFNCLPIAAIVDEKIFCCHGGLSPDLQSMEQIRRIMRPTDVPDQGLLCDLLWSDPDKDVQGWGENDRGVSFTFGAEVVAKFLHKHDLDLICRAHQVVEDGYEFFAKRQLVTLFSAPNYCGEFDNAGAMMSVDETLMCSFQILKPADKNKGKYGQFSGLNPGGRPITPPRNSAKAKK
TPT1 inh: blocks Candida albicans tRNA 2'-phosphotransferase. inhibition, % at 5 µM. AID 1962. recombinant caTPT1, FP RNA substrate dephosphorylation. 0.81% of 300,000 active;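 active = inhibition above the mean of all tested compounds plus 3 SD, set per screening campaign, cut at about 24% in these data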;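 note: plate controls were DMSO alone for no effect and ferristatin control at 100 nM for full effect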
PP5 primary: blocks human protein phosphatase 5 activity | P53041 | purified PP5c, OMFP substrate fluorescence | inhibition, % at 6.7 µM | AID 1987 | 0.18% of 320,000 active;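 active = inhibition above the campaign's mean inhibition across all tested compounds plus 3 SD, cut at about 9.5% in these data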;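 note: 0% = DMSO only and 100% = 100 µM cantharidin control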
Target sequence (P53041 whole entry, looked up): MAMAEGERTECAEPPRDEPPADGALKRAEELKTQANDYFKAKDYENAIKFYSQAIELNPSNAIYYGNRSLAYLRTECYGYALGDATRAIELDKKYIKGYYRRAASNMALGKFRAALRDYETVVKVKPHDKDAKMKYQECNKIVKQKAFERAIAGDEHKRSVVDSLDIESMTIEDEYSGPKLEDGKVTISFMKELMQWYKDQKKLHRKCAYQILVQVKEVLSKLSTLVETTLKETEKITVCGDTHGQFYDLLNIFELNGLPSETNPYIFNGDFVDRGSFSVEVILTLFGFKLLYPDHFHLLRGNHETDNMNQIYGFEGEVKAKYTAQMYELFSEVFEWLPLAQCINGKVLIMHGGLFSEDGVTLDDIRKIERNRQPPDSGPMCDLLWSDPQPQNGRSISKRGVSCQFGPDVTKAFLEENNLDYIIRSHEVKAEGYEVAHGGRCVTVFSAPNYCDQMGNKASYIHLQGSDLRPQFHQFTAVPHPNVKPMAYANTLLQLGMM
PREPL inh: inhibits the human prolyl oligopeptidase-like enzyme. recombinant PREPL, fluorescence polarization activity-based probe. inhibition, % at 5.96 µM. 0.68% of 320,000 active; in the data active = inhibition above about 43%;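 note: 0% = enzyme with DMSO and 100% = wells lacking enzyme; many of its hits are not listed in these tables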
CTSL1 counter: blocks F. hepatica cathepsin L1 in PFM18AAP counter-screen; recombinant F. hepatica cathepsin L1, Z-Leu-Arg-MCA fluorescence; inhibition, % at 5.96 µM; 0.49% of 300,000 active;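 active = inhibition above the mean of all tested compounds plus 3 SD, set per screening campaign, cut at about 17% in these data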;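 note: 0% = plate median of test compound wells and 100% = 1 µM Z-Phe-Ala-diazomethylketone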
ZTA DNA inh: counter-screen for EBNA-1 inhibitors: inhibitors of Epstein-Barr virus ZTA. P03206. ZTA-DNA binding, fluorescence polarization. inhibition, % at 11 µM. 0.15% of 320,000 active. AID 2234; in the data active = inhibition above about 33%
Target sequence (P03206 whole entry, looked up): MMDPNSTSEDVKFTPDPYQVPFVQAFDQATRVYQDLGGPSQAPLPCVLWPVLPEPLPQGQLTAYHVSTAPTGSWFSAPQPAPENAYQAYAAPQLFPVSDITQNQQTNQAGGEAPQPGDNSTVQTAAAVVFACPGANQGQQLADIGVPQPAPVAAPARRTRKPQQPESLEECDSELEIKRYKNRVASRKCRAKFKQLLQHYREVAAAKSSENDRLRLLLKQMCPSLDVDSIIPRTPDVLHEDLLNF
Efflux pump mplx: inhibitors of Candida antifungal efflux pumps expressed in yeast; S. cerevisiae Candida pump triplex, Nile Red efflux; inhibition, % at 10 µM; 0.44% of 330,000 active;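 active = plate passing quality check with inhibition over a set limit, or well fluorescence over plate mean plus 4 SD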;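 note: Nile Red retained in pooled yeast measured as flow cytometry median fluorescence; 0% = buffer negative control and 100% = Enniatin B positive control; higher means more Nile Red kept so more efflux inhibition; some compounds called inactive have numbers as strong as hits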
EBNA-1 inh: blocks EBNA-1 binding to DNA. AID 1950. inhibition, % at 14.8 µM. 0.34% of 300,000 active. EBNA-1 DNA binding, fluorescence polarization; in the data active = inhibition above about 28%
The depositor's hits bear a star; x = not tested or not shown.

1	Nc1c(N(CCO)C(=O)COc2ccc(Cl)cc2)c(=O)[nH]c(=O)n1Cc1ccccc1
2	O=C(Nc1ccccc1C(=O)N1CCN(Cc2ccccc2)CC1)c1ccccn1
3	COC(=O)c1cc(C(=O)N2CCc3ccccc32)cc([N+](=O)[O-])c1
4	CCC(C)Sc1cccc(-c2nc3ccc(C)cn3c2NCc2ccccc2)c1 (stereo not drawn)
5	CC(C)CN(C(=O)COc1ccc(Br)cc1C=O)C1CCS(=O)(=O)C1 (stereo not drawn)
6	CCOC(=O)c1ccc(-n2c(CCC(=O)O)ccc2-c2ccc(F)cc2)cc1
screen / no.	1	2	3	4	5	6
core dimer inh	2	2	-22	-3	0	0
PP1 inh	3	-3	2	9	-3	3
TPT1 inh	-2	2	-2	-2	0	5
PP5 primary	1.1	1.9	-2.1	6.0	-2.0	0.7
PREPL inh	7	4	15	3	10	10
CTSL1 counter	0	0	2	2	-3	3
ZTA DNA inh	6	-2	-12	6	-18	10
Efflux pump mplx	0.0	0.3	-0.3	0.1	-0.1	0.0
EBNA-1 inh	7	0	7	0	-2	8

7	C/C(=N\Nc1ccc(C(=O)c2c(C)cc3ccccn23)cc1[N+](=O)[O-])c1ccc(O)cc1
8	COc1cc(NC(=O)c2cccc3c2C(=O)N(C2CCCCC2)C3)cc(OC)c1OC
9	COCCSc1ccccc1C(=O)NCc1cccnc1
10	COc1ccc(C2=CC(=O)C[C@H](c3ccc(OC)c(OC)c3)C2)cn1
11	CCN(CC)S(=O)(=O)c1ccc(Cl)c(NC(=O)c2cc(Cl)cc(Cl)c2)c1
12	C=C(C)Cn1c(CCNC(=O)CC)nc2ccccc21
screen / no.	7	8	9	10	11	12
core dimer inh	7	24	0	x	1	1
PP1 inh	-3	0	-1	-4	-2	1
TPT1 inh	-5	1	-1	x	-3	0
PP5 primary	0.5	3.9	0.7	1.7	-1.1	-0.1
PREPL inh	3	42	1	4	6	-7
CTSL1 counter	1	3	0	x	1	-5
ZTA DNA inh	4	13	-13	-3	9	7
Efflux pump mplx	0.0	0.2	0.0	0.1	0.1	0.0
EBNA-1 inh	2	-14	4	x	-2	1

Compound profiles (already shown).
Shown for `C=C(C)Cn1c(CCNC(=O)CC)nc2ccccc21` = core dimer inh = 1; PP1 inh = 1; TPT1 inh = 0; PP5 primary = -0.1; PREPL inh = -7; CTSL1 counter = -5; ZTA DNA inh = 7; Efflux pump mplx = 0.0; EBNA-1 inh = 1
Shown for `COC(=O)c1cc(C(=O)N2CCc3ccccc32)cc([N+](=O)[O-])c1` = core dimer inh = -22; PP1 inh = 2; TPT1 inh = -2; PP5 primary = -2.1; PREPL inh = 15; CTSL1 counter = 2; ZTA DNA inh = -12; Efflux pump mplx = -0.3; EBNA-1 inh = 7

(list continues)
13	CS(=O)(=O)N1CC2CCCN2c2cc(C(F)(F)F)ccc21 (stereo not drawn)
14	O=C(NCc1ccccc1Cl)c1nnc(CS(=O)(=O)c2ccccc2)o1
15	COc1ccc(C(CCN2CCOCC2)c2c(OC)cc(OC)c3c(C)cc(=O)oc23)cc1 (stereo not drawn)
16	CC1CCCCN1S(=O)(=O)c1ccc2c(c1)oc(=O)n2CC(=O)O (stereo not drawn)
17	CC(Oc1ccccc1F)c1nnc(SCC(=O)NCc2ccc3c(c2)OCO3)o1 (stereo not drawn)
18	CC(Oc1ccc(Cl)cc1)C(=O)/C=C/N(C)C (stereo not drawn)
screen / no.	13	14	15	16	17	18
core dimer inh	3	-3	-5	3	x	-4
PP1 inh	1	-3	1	0	0	-2
TPT1 inh	28*	-2	-1	0	x	-1
PP5 primary	4.6	-0.2	2.7	-0.8	-0.7	0.1
PREPL inh	4	-14	-19	6	2	-14
CTSL1 counter	0	-1	1	-4	x	-6
ZTA DNA inh	5	-5	-4	13	7	-25
Efflux pump mplx	-0.1	-0.1	x	-0.1	-0.2	0.0
EBNA-1 inh	-3	2	-8	15	x	-8

19	COc1ccc(/C=C/C(=O)Nc2cccc(N3CCOCC3)c2)cc1OC
20	COc1ccc(CNC(=O)CSc2nnnn2-c2ccccc2)cc1
21	COc1ccc(S(=O)(=O)N(C)CC(=O)N2CCC(C(N)=O)CC2)cc1Cl
22	Cc1ncoc1C(=O)N1CCc2c([nH]c3ccccc23)C1C1CCCCC1 (stereo not drawn)
23	Nc1c(Cl)cc(-c2csc(N3CCCC3c3nc4cc(Cl)c(Cl)cc4n3CCCO)n2)cc1Cl (stereo not drawn)
24	CCOc1cccc(CN2CCC(n3nccc3NC(=O)C3CCCC3)CC2)c1
screen / no.	19	20	21	22	23	24
core dimer inh	7	-2	-10	8	-71	4
PP1 inh	-1	-3	-2	-1	4	-4
TPT1 inh	-6	0	0	-11	7	1
PP5 primary	0.3	2.0	-0.8	2.6	2.3	-1.5
PREPL inh	5	2	6	2	9	4
CTSL1 counter	4	-2	2	3	3	7
ZTA DNA inh	2	-8	-15	-10	10	-8
Efflux pump mplx	-0.2	-0.1	0.0	0.0	0.1	0.0
EBNA-1 inh	4	5	2	-2	8	8

25	CC1=C[C@H]2OC(=O)[C@@H](C)[C@H]2C[C@@H]2[C@H]1C[C@@H](O)[C@@]2(C)O
26	COCCN(C(=S)Nc1cc(C)cc(C)c1)C(C)c1cccs1 (stereo not drawn)
27	CCCc1c(C(=O)N/N=C(/C)c2ccncc2)nnn1-c1nonc1N
28	CC(C)(C)NC(=O)CON=C1c2ccccc2-c2ccccc21
29	Cc1ccc(N2CN(CCc3ccccc3)CNC2=S)cc1
30	Cc1ccccc1OCCC(=O)Nc1ccc(S(=O)(=O)N(C)C2CCN(C)CC2)cc1
screen / no.	25	26	27	28	29	30
core dimer inh	-4	5	8	-5	-4	-10
PP1 inh	0	-10	1	4	-9	-3
TPT1 inh	-4	0	2	4	1	-3
PP5 primary	0.8	2.0	-0.2	5.3	2.8	-1.8
PREPL inh	-5	10	0	1	7	17
CTSL1 counter	-1	-3	-2	2	-2	-5
ZTA DNA inh	5	16	-8	-4	-5	-19
Efflux pump mplx	0.1	-0.1	-0.3	-0.2	-0.1	-0.2
EBNA-1 inh	4	-20	0	-3	-6	-2

31	COc1ccc(CN(Cc2ccc(C(=O)O)cc2)C(=S)Nc2cccc(C)c2)cc1OC
32	COc1ccccc1C(=O)NC(=S)Nc1ccccc1N1CCCC1
33	CN(CCO)CC(O)CN(c1ccccc1)c1ccccc1 (stereo not drawn)
34	Clc1cccc(C2=NOC(c3nnc(-c4ccccc4)o3)C2)c1 (stereo not drawn)
35	O=C(O)CCNC(=O)C12CC3CC(CC(C3)C1)C2
36	O=C(c1ccccc1)N1CCC(O)(c2cccnc2)CC1
screen / no.	31	32	33	34	35	36
core dimer inh	4	0	-1	-1	-6	-3
PP1 inh	-6	-7	1	7	2	-1
TPT1 inh	-2	2	0	2	0	-5
PP5 primary	-3.0	1.5	-0.8	4.7	0.5	1.6
PREPL inh	2	20	24	-2	-5	-2
CTSL1 counter	-4	16	1	1	0	0
ZTA DNA inh	16	1	-2	-6	-16	-3
Efflux pump mplx	0.2	0.4	-0.1	0.1	0.2	0.1
EBNA-1 inh	0	-8	0	-5	-7	0

37	O=C1CCCc2c1cc(C(=O)NCCCN1CCOCC1)c(=O)n2-c1ccc(Cl)cc1
38	CCC1=NN2C(=N)/C(=C\c3cccn3-c3ccc(OC)cc3)C(=O)N=C2S1
39	COC(=O)C1=C(O)/C(=C\c2sccc2C)N=C1C
40	CCOCCCNC(=O)CN1C(=O)NC(Cc2c[nH]c3ccccc23)C1=O (stereo not drawn)
41	Cc1ccc(N2C(=O)C(Cl)=C(N3CCCCCC3)C2=O)c(C)c1
42	COc1ccc(/C(O)=C2/C(=O)C(=O)N(CCN(C)C)C2c2ccc(OC)c(OC)c2)c(C)c1 (stereo not drawn)
screen / no.	37	38	39	40	41	42
core dimer inh	-1	15	-23	6	8	1
PP1 inh	-1	7	-1	-2	1	-2
TPT1 inh	1	-1	1	-2	0	4
PP5 primary	-0.1	5.1	1.9	-2.7	1.5	-0.5
PREPL inh	2	-3	-6	14	0	6
CTSL1 counter	2	-6	1	0	4	3
ZTA DNA inh	5	7	8	14	-2	-7
Efflux pump mplx	-0.3	0.1	-15	-0.1	0.0	0.0
EBNA-1 inh	10	5	2	-1	10	0

43	Cc1ccc(OC(=O)c2sc(Cl)nc2C)cc1C
44	Cn1ccnc1-c1nnn(-c2ccc(F)cc2)n1
45	O=S(=O)(Nc1nc2ccc(Cl)cc2s1)c1cccs1
46	CC(=O)c1ccc(Cc2ncc(C(F)(F)F)cc2Cl)s1
47	CN1C(=O)C2(OCC(COc3ccc(Cl)cc3)O2)c2ccccc21 (stereo not drawn)
48	CCc1ccc(C(CNC(=O)c2ccc3c(=O)n(-c4ccccc4F)c(=S)[nH]c3c2)N(C)C)cc1 (stereo not drawn)
screen / no.	43	44	45	46	47	48
core dimer inh	-12	6	11	0	0	2
PP1 inh	0	-1	2	-1	4	4
TPT1 inh	0	-1	1	3	2	0
PP5 primary	0.5	1.3	2.4	0.9	3.7	-1.0
PREPL inh	-1	4	1	2	-79	-23
CTSL1 counter	-4	3	-1	-1	-1	6
ZTA DNA inh	-12	2	7	-7	2	-9
Efflux pump mplx	0.0	0.0	0.3	0.0	0.0	0.0
EBNA-1 inh	1	6	6	1	-10	-1

49	COC(=O)NC1(C(F)(F)F)C(=O)NC(C)=C1C(=O)OC (stereo not drawn)
50	CCN(Cc1ccccc1)S(=O)(=O)c1c(C)[nH]c(C)c1C(=O)N1CCCC1
51	O=C1[C@H]2[C@@H](/C=C/c3ccccc3)N3C(=O)CN(Cc4ccccn4)C(=O)[C@@]3(Cc3ccccc3)[C@H]2C(=O)N1c1ccccc1
52	Cc1cc(Nc2nn(C)c(N)c2C#N)ccc1F
53	O=C1C=C(c2ccc(F)nc2)CCC1
54	COC(=O)C1=C(C)N(Cc2ccccc2)C(=O)N[C@H]1c1ccc(Br)cc1
screen / no.	49	50	51	52	53	54
core dimer inh	-4	-13	-2	-2	0	5
PP1 inh	-5	-1	-2	-1	1	-1
TPT1 inh	3	0	-5	-5	2	1
PP5 primary	0.5	1.6	1.8	-2.2	3.7	1.4
PREPL inh	4	12	-30	0	-1	1
CTSL1 counter	2	-6	-5	1	-2	6
ZTA DNA inh	-4	-1	3	5	3	15
Efflux pump mplx	0.1	0.1	-0.2	-0.1	0.0	0.0
EBNA-1 inh	-4	-20	2	7	6	10

55	O=S(=O)(NCC(c1ccc2c(c1)OCO2)N1CCN(c2ccccc2)CC1)c1ccccc1 (stereo not drawn)
56	O=C(Cc1ccc(Cl)cc1)NCc1ccccc1Cl
57	Cc1[nH]c2ccccc2c1C(=O)C(=O)NCc1ccco1
58	Nc1ncc([N+](=O)[O-])c(Oc2ccccc2F)n1
59	CC(=O)Nc1nonc1NC(=O)CSc1ccccn1
60	CCC(CO)N=CC1=C(O)C(C(=O)c2ccccc2)CCC1=O (stereo not drawn)
61	O=C(OCC#CCSc1nnc(-c2ccccc2)o1)c1cccs1
62	O=c1c2sccc2nc(SCc2cc(=O)n3cc(Cl)ccc3n2)n1Cc1ccccn1
63	CCC(C)NC(=O)CCCc1ccccc1 (stereo not drawn)
screen / no.	55	56	57	58	59	60	61	62	63
core dimer inh	-3	-2	-2	4	-2	-8	1	7	-2
PP1 inh	0	-1	0	-4	-3	-5	3	-2	-1
TPT1 inh	-2	-1	0	-2	2	4	4	2	-4
PP5 primary	2.1	-4.3	-0.8	-2.3	-1.1	0.8	0.3	-1.1	2.2
PREPL inh	-1	2	19	-8	-12	4	-8	30	-2
CTSL1 counter	2	0	0	0	-6	1	3	-3	-2
ZTA DNA inh	9	-10	1	13	0	7	18	-15	-19
Efflux pump mplx	0.0	-0.1	0.1	0.1	0.0	0.0	0.2	0.5	-0.1
EBNA-1 inh	7	-4	1	4	-1	-2	-6	-5	5

Source: PubChem

An excerpt; the hit share may differ from the screen's.
